High-throughput results (PubChem)
HTT ATP protect: cytoprotection in Huntington HTT-Q103 PC12 cell model; Potency, µM (highest dose often 56.4 µM), without a hit: cytoprotection (ATP increase), most hits filed as activators; actives 0.14% (n = 230,000); PC12 HTT-Q103 induced, cytoprotection, ATP luminescence, 40 h;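 also: potency is read from the fitted curve at half-maximal effect; % of control where 0% means no effect; nearly all actives have a fitted effect of over 45% in size; toxic huntingtin expression switched on by the ecdysone agonist tebufenozide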
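Compounds were screened for protection of PC12 cells against cell death after tebufenozide induction (100 nM final) of mutant Huntingtin exon 1 (Q103) fused to GFP.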
GAA inhib: alpha-glucosidase (human) inhibition. P10253. purified human GAA, 4-MU-alpha-glucoside fluorescence. Potency, µM (top dose mostly 76.9 µM), for the others: at the top dose activity change, negative = inhibition, hits mostly inhibitors. actives 0.005% (n = 200,000). AID 1466;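 also: potency is read from the fitted curve at half-maximal effect; plate controls were uninhibited enzyme wells for no effect and no-enzyme background for full effect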
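Compounds are titrated up to 77 uM against 4 nM human enzyme. Substrate 4-methylumbelliferyl-alpha-D-pyranoside (400 uM) reacts 20 min at room temperature in pH 5.0 buffer; liberated 4-methylumbelliferone is read at 440 nm.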
GAA glycogen mod: GAA glycogen-cleavage inhibition or activation; actives 0.38% (n = 300,000); Potency, µM (doses to about 76.4 µM), for inactives: at the top dose activity change, negative = inhibition, most hits filed as inhibitors; AID 2100; P10253; recombinant GAA, glycogen substrate, Amplex Red glucose oxidase fluorescence;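 also: potency is read from the fitted curve at half-maximal effect; 0% = full enzyme reaction and -100% = no-enzyme basal signal; the screen sought inhibitors and activators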
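Recombinant human enzyme (4 nM); glycogen substrate; 37 C, 40 min, pH 5.0. Readout: coupled glucose oxidase/Amplex Red fluorescence.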
HttQ103 aggreg: reduces HttQ103-GFP aggregates in PC12 cells. AID 1688. actives 1.1% (n = 220,000). PC12 HttQ103-GFP aggregates, Acumen cytometry, 40 h. Potency, µM (top dose mostly 46.1 µM), without a hit: at the top dose activity change, negative = inhibition, actives largely listed as inhibitors; also: potency is read from the fitted curve at half-maximal effect; % is scaled to controls: 0 for no effect and ±100 for the full control effect; nearly all actives have a fitted effect of over 60% in size
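PC12 cells with ecdysone-inducible HTT exon1 Q103-GFP, induced by 100 nM tebufenozide, given compounds in a concentration series. GFP aggregates (1–25 um, 6 SD above background) counted in lysates by laser-scanning cytometry, 488 nm excitation.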
CBFb RUNX1 block: blocks binding between human CBF-beta and RUNX1. Q01196+Q13951. AlphaScreen CBFb-His/RUNX1-biotin binding, biochemical. Potency, µM (top dose mostly 59.8 µM), for inactives: top-dose activity, negative = inhibition, most hits filed as inhibitors. 230,000 tested, under 10 active; also: % of control where 0% means no effect
Target sequence (Q01196 whole entry, looked up): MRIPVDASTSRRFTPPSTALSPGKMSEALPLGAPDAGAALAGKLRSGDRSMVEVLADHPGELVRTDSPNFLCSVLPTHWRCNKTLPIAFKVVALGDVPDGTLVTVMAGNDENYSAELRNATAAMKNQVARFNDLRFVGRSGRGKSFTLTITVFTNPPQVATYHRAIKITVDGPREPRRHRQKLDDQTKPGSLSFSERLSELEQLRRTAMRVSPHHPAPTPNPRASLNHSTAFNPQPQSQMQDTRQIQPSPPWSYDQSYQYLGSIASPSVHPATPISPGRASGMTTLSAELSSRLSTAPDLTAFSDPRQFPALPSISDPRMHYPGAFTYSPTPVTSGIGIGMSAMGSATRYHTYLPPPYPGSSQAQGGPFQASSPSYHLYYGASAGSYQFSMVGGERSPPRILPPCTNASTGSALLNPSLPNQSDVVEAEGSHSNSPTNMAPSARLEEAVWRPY
Target sequence (Q13951 whole entry, looked up): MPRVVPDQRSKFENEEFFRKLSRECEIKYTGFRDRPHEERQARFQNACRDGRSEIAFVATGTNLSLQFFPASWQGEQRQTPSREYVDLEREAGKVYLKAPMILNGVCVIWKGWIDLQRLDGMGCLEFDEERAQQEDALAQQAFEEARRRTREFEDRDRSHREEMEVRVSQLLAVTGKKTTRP
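Inhibition was taken as any reduction in AlphaScreen signal from the CBF-beta–RUNX1 pair (His and biotin tags, 30 nM each), measured after compound (15 min) and bead (90 min) incubations at room temperature.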
GAA spleen mod: lysosomal alpha-glucosidase (human) modulation; P10253; AID 2112; Potency, µM (top dose mostly 79.9 µM), for inactives: top-dose activity change, negative = inhibition, most hits filed as inhibitors; human spleen homogenate, 4-MU-alpha-glucoside fluorescence; actives 0.006% (n = 240,000);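 also: potency is read from the fitted curve at half-maximal effect; 0% = enzyme with vehicle and -100% = no enzyme basal signal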
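Human spleen homogenate (1 ug) with 4-methylumbelliferyl-alpha-D-glucopyranoside (1 mM final) in 50 mM citrate/phosphate pH 5.0, 0.01% Tween-20; 40 min at 37 C. Stopped at pH 10; 4-MU fluorescence Ex 365/Em 440 nm; AC50 by Hill fit.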
LMNA splice mod: changes lamin A minigene splicing in HeLa cells; Potency, µM (series often up to 46.1 µM), for inactives: at the top dose ratio change, negative = inhibition, hits mostly inhibitors; AID 1487; actives 0.01% (n = 200,000); HeLa LMNA splicing GFP/RFP minigene ratio, 48 h; active = well fitted inhibition curve with a large enough effect in the signal ratio, with a control signal flat, not every such curve was filed as active; inconclusive = small, poorly fitted or top-dose-only effect, or effect the other way, or a change in a side signal; the % refers to the signal ratio; also: potency is read from the fitted curve at half-maximal effect; % is scaled to controls: 0 for no effect and ±100 for the full control effect
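S3 HeLa stable clones carrying a lamin A-EGFP splicing minigene plus DsRed2 were seeded at 600 cells/well in Opti-MEM with 2% FBS, pin-dosed and incubated 48 h at 37°C. Acumen cytometry (488 nm) gave the GFP/RFP total-intensity ratio.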
Active calls of the source: *; ? = inconclusive; · = not tested or not shown; [ ] = another dose, or the depositor's remark. Unless noted, calls follow the shape of the dose curve; as a rule, active = well fitted curve in the direction sought with a large enough effect; inconclusive = small, poorly fitted or top-dose-only effect, or another doubt; inactive = no such curve, though single readings can be large; an effect the other way counts as inactive or inconclusive.

SMILES	HttQ103 aggreg	LMNA splice mod	GAA spleen mod	HTT ATP protect	GAA inhib	GAA glycogen mod	CBFb RUNX1 block
Cc1nn(C)c(C)c1CN(C)C(=O)C1(C)CC1(Br)Br (stereo not drawn)	-11%	-5%	1%	25%[10 µM]	1%	4%	1%
CCOC(=O)C(C(C)C)C(N)Cc1ccc(F)cc1 (stereo not drawn)	9%	14%[46 µM]	4%	-26%	-4%	-5%	6%
CC(C)C[C@H](NC(=O)c1nc[nH]c1C(=O)NCCCCCNC(=O)OC(C)(C)C)C(=O)OCc1ccccc1	24%[9.22 µM]	·	-17%	32%[10 µM]	·	-9%	28%
CCOC(=O)c1ccc(-c2ccc(C=O)o2)cc1	7%[9.22 µM]	·	-5%	18%[10 µM]	·	0%	4%
CN1CC2(C)CN(C(c3ccccc3)c3ccccc3)CC(C)(C1)C2O (stereo not drawn)	3%	-1%	-2%	-2%	-11%	-3%	2%
O=c1[nH]c(=O)c2nc3c4ccccc4c4ccccc4c3nc2[nH]1	22%[9.22 µM]	?	0%	6%[10 µM]	2%	10%	12%
CCN(CC)S(=O)(=O)c1ccc(N=Nc2c(C)[nH]n(C(N)=S)c2=O)cc1	17%	-5%	-5%	-2%[1.9 µM]	?	0%	14%
O=C(Cn1nc(-c2ccccc2)ccc1=O)NCC1CCCO1 (stereo not drawn)	-5%	-4%	2%	5%	-8%	-10%	3%
Cc1onc(C(=O)Nc2cccnc2Cl)c1[N+](=O)[O-]	7%	12%[46 µM]	-6%	-18%	-6%	9%	-16%
O=C1/C(=C/c2cccc([N+](=O)[O-])c2)CCc2ccccc21	0%	?	-7%	?	4%	0%	-3%
N#CC1CC(c2ccc([N+](=O)[O-])cc2)=NN1c1ccc([N+](=O)[O-])cc1 (stereo not drawn)	-1%	-5%[9.22 µM]	5%	-27%	-2%	0%	2%
COC(=O)c1oc(-c2ccc(Cl)cc2)nc1C	13%[9.22 µM]	?	-4%	?	3%	10%	4%

Brought forward from above: 2 entries; new compounds follow.
SMILES	HttQ103 aggreg	LMNA splice mod	GAA spleen mod	HTT ATP protect	GAA inhib	GAA glycogen mod	CBFb RUNX1 block
N#CC1CC(c2ccc([N+](=O)[O-])cc2)=NN1c1ccc([N+](=O)[O-])cc1 (stereo not drawn)	-1%	-5%[9.22 µM]	5%	-27%	-2%	0%	2%
COC(=O)c1oc(-c2ccc(Cl)cc2)nc1C	13%[9.22 µM]	?	-4%	?	3%	10%	4%
COc1ccccc1NC(=O)CSc1nnc(CCC(=O)Nc2ccccc2F)n1C	-20%[9.22 µM]	·	-4%	-4%[10 µM]	·	1%	16%
COc1ccc(CCNC(=O)CSc2nc(C)nc3c2oc2ccccc23)cc1OC	2%	8%	-1%	-30%	12%	7%	7%
CC(C)(C)c1cc(NC(=O)c2cccc(S(=O)(=O)N3CCOCC3)c2)no1	-17%	?	-9%	·	-11%	-5%	-2%
O=C(CNC(=O)c1ccc(Br)cc1)N/N=C/c1ccc[nH]1	-2%	14%	-8%	16%[10 µM]	-6%	9%	-2%
CC1Sc2n(c3ccccc3[n+]2C)N=C1c1ccccc1 (stereo not drawn)	?	?	3%	-21%[10 µM]	2%	1%	0%
O=C(CN1CC[C@@]2(O)CCCC[C@H]2[C@@H]1c1ccc(F)cc1)NCc1ccco1	-24%[9.22 µM]	·	2%	9%[10 µM]	·	5%	19%
NC(=O)c1ccc[n+](Cc2cccc3ccccc23)c1	11%	-7%	-4%	-8%[10 µM]	-4%	-3%	0%
Cc1ccc(F)cc1NC(=O)CSc1ncccn1	0%	·	1%	-53%[inhibitor]	0%	1%	5%
Cc1cc(C)c(C(=O)/C=C/C=C/c2ccccc2)c(=O)[nH]1	?	?	-15%	·	-4%	6%	-5%
Cc1ccc2nc(SCC(=O)NCc3ccco3)c(C#N)cc2c1	9%	14%	-4%	14%[10 µM]	-2%	3%	-1%
CCOc1ccc(NC(=O)CSc2ncn[nH]2)c([N+](=O)[O-])c1	-10%	-5%	-11%	10%[10 µM]	-8%	4%	-11%
CCN(CC)c1ccc(/C=C2\SC(=O)N(C(C)C)C2=O)o1	3%[9.22 µM]	·	6%	-11%[10 µM]	·	-7%	4%
Fc1cc(F)cc(NC(=S)NCCCN2CCOCC2)c1	9%	4%[46 µM]	-3%	-23%	-6%[15.4 µM]	4%	8%
Cc1cc(SCC(=O)NCCN2C(=O)CSC2=O)nc2c(C)cccc12	-7%	-12%	-8%	0%[10 µM]	1%	7%	1%
COc1ccc(/C=N/NC(=O)CNC(=O)c2ccc(S(=O)(=O)N3CCOCC3)cc2)c(OC)c1	2%	0%	-4%	20%[10 µM]	?	2%	-12%
C#CCOCCOCCOCCNc1nc(N2CCOCC2)nc(N2CCN(C(=O)[C@H](CCCCN)n3cc([C@@H](N)CC(C)C)nn3)CC2)n1	20%[9.22 µM]	·	-4%	25%[10 µM]	·	19%	9%
CCn1cc(C(=O)N2CCN(Cc3ccc4c(c3)OCO4)CC2)c2cc(OC)c(OC)cc2c1=O	10%	8%	-2%	-17%	6%	2%	5%
COc1ccc2c(c1)c(=O)cc(C)n2CC(=O)NCc1ccco1	-11%	-2%	-8%	16%	-6%	-13%	-7%
CCOC(=O)N1CCN(c2ccc(O)cc2)CC1	-10%	13µM*	0%	-42%[inhibitor]	-6%	25µM*	-3%
COc1ccc(OCC(=O)O/N=C(\N)Cc2ccc(Cl)cc2Cl)cc1	-2%	-5%	-2%	4%	-1%	4%	?
CCCOC1CCCN(Cc2nc(-c3ccc(C(=O)OC)cc3)no2)C1 (stereo not drawn)	36%[9.22 µM]	·	6%	16%[10 µM]	·	-4%	16%
CN(C)/C=C(\C(=O)c1ccccc1)c1nnnn1-c1ccc(F)cc1	12%[9.22 µM]	·	1%	2%[10 µM]	·	1%	7%
O/N=C(/Cc1ccccn1)c1ccccc1	13%	8%	11%	4%	-8%	4%	2%
C/C(CC(=O)Nc1ccccn1)=N\NC(=O)c1ccc2ccccc2c1	11%	-10%	-10%	19%[10 µM]	5%	-15%	1%
CCc1ccccc1OCCCCN1CCCC1	14%	-14%	-15%	3%	2%	7%	12%
Cc1ccc(-n2nnnc2SCC(=O)N2CCc3ccccc3C2)cc1	-25%	-8%	2%	10%[10 µM]	-20%	-1%	0%
NC(=O)c1c(NC(=O)c2ccc(S(=O)(=O)N3CCOCC3)cc2)sc2c1CCCCC2	25%	-10%	-1%	-5%[10 µM]	2%	12%	-4%
COC(=O)CSc1[nH]c(=O)cc(C)c1C#N	-12%	7%	2%	-12%	-3%	6%	2%
O=C(CSc1cccs1)Nc1cccc2ccccc12	5%	5%	-3%	-17%[10 µM]	-26%	-2%	1%
Cc1c(CN2CCCC(CO)(Cc3cccc(Cl)c3)C2)cnn1C (stereo not drawn)	7%[9.22 µM]	·	5%	-12%[10 µM]	9%	-3%	-16%
CC(C)N1C(=O)CN(C2CCCCCC2)C(=O)C1c1ccccc1F (stereo not drawn)	25%	-2%	1%	-19%	-7%	9%	3%
O=C(OCc1ccc([N+](=O)[O-])cc1)C1CCN(S(=O)(=O)c2ccccc2)CC1	15%	-8%	-3%	28%[10 µM]	-6%	-8%	-14%
COc1cc(/C=C/C(=O)OCC(=O)N2CCc3ccccc3C2)ccc1O	2%	6%	-5%	32%[10 µM]	-2%	1%	-8%
CCN(CC)C(=O)c1sc(NC(=O)c2ccc(C)c([N+](=O)[O-])c2)c(C#N)c1C	13µM*	-8%	6%	-45%[inhibitor]	?	10%	-3%
COc1ccc(C(=O)/C=C/c2cn(CC(O)CN3CCOCC3)c3ccccc23)cc1 (stereo not drawn)	16%	?	?	-14%[10 µM]	-9%	-4%	7%
COc1ccccc1C1CC(c2ccccc2)=NN1S(=O)(=O)c1ccccc1 (stereo not drawn)	24%[9.22 µM]	·	2%	23%[10 µM]	·	-1%	4%
COC1(NC(=O)c2ccccc2)C(C)=CC(=O)C=C1C	-11%	·	-10%	20%	10%	?	-14%
COc1ccc(C(O)(C(=O)NNc2ccc(C)cc2)c2cccs2)cc1 (stereo not drawn)	3%	12%	1%	-7%	-2%	20µM*	-1%
Cc1cc(C)n(-c2ccc(C(=O)OCC(=O)Nc3ccc(Cl)c(S(=O)(=O)N(C)C)c3)cc2)n1	-5%[9.22 µM]	4%	-4%	25%	-6%	-3%	-1%
O=C(COc1ccccc1)NCc1nnc(SCC(=O)Nc2nccs2)n1-c1ccccc1	-9%	0%	-5%	11%	0%	-9%	-2%
CC(C)n1cc(-c2nc(C(=O)NN)cs2)c(=O)n(Cc2ccccc2)c1=O	7%[9.22 µM]	?	2%	-23%[10 µM]	0%	-23%	2%
O=C(COC(=O)C1CC(=O)N(Cc2ccccc2)C1)Nc1ccc2c(c1)OCO2 (stereo not drawn)	-9%	6%	2%	-11%	-4%	5%	0%
Cc1ccccc1-n1c(=S)[nH]c2nc3c(cc2c1=O)CCCC3	9%[9.22 µM]	·	-4%	13%[10 µM]	8%	3%	7%
CCOC(=O)C(NC(=O)c1cccc(Cl)c1)(OCc1ccc(F)cc1)C(F)(F)F (stereo not drawn)	6%	?	-6%	·	7%	-2%	19%
CCN(CC(=O)NCCc1ccccc1)S(=O)(=O)c1ccc(Br)cc1	-20%	-10%	-4%	25%[10 µM]	?	-5%	20%
O=C(NC1CCCCCC1)c1ccc2c(=O)n3c(nc2c1)CCCCC3	4%	-4%	9%	-12%[10 µM]	5%	-9%	-3%
COC(=O)c1cccc(NC(=O)Nc2ccc(Cl)cc2)c1	5%[9.22 µM]	·	-4%	-18%[10 µM]	·	-1%	9%
Clc1cccc(N/N=C/c2ccc(N3CCOCC3)s2)c1	5%	10%	-7%	33%[10 µM]	-5%	?	-29%
COc1ccc(-c2[nH]ncc2CN(C)Cc2nonc2C)c(OC)c1	16%	·	1%	-46%[inhibitor]	-8%	-11%	5%
COc1cccc(N2CCN(CC(=O)Nc3ccc(SC(F)F)cc3)CC2)c1	-16%	-21%	-11%	10%[10 µM]	-7%	3%	-11%

Rows were taken by chance. About 1.5% of those tested had a hit in this group.
